MLL CXXC-DNA inh: qHTS Fluorescence Polarization Assay for Inhibitors of MLL CXXC domain - DNA interaction | actives 0.037% (n = 290,000) | Histone-lysine N-methyltransferase 2A (Homo sapiens), Q03164 | MLL-CXXC / FITC-HOXA9 DNA fluorescence polarization | Potency, µM (doses to about 115 µM), for the others: at the highest dose activity change, negative = inhibition, usual class: inhibitors; active means well fitted inhibition curve with a large enough effect in the polarisation, with a control signal flat, not every such curve was filed as active; inconclusive means small, poorly fitted or top-dose-only effect, or effect the other way, or a change in a side signal; inactive means no such curve, though single readings can be large or run the other way; the % refers to the polarisation
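Fluorescence polarization: 7 uM MLL-CXXC (stock) preincubated 5 min with compounds, then 50 nM fluorescein-HOX-A9 DNA (stock) added; 30 min ambient. Buffer 50 mM Tris-HCl pH 7.5, 50 mM NaCl, 1 mM DTT, 0.05% BSA.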
FLuc modulator: qHTS profiling assay for firefly luciferase inhibitor/activator using purifed enzyme and Km concentrations of substrates (counterscreen for miR-21 project). purified FLuc, Km substrates, luminescence inhibition. Luciferin 4-monooxygenase (Photinus pyralis), P08659. actives 6.9% (n = 360,000). Potency, µM (highest dose often 57.5 µM), for the others: at the top dose activity change, negative = inhibition, actives largely listed as inhibitors;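 further: plate controls were vehicle for no effect and reference inhibitor for full effect; nearly all actives have a fitted effect of over 55% in size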
Target sequence (P08659 whole entry, looked up): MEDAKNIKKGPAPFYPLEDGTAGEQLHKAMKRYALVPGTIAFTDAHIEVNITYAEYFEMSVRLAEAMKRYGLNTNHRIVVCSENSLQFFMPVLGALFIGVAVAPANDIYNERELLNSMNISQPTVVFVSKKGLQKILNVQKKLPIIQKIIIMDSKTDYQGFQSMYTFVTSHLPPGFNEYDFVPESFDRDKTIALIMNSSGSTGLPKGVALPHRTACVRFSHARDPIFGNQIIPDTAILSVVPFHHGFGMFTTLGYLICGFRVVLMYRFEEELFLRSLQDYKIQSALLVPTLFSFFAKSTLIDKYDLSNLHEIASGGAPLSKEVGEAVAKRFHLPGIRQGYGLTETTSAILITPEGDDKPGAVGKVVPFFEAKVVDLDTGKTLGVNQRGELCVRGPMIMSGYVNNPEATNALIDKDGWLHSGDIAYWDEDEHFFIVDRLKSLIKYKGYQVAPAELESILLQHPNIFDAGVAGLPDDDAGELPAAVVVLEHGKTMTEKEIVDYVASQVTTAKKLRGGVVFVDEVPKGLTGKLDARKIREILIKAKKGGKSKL
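Purified P. pyralis luciferase, 10 nM final, with Km-level 10 uM D-luciferin and 10 uM ATP in 50 mM Tris acetate pH 7.5, 10 mM Mg acetate, 0.01% Tween-20, 0.05% BSA; 6-point qHTS titration about 60 µM downward; luminescence read.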
ELG1 genotoxic: qHTS screen for small molecules that induce genotoxicity in human embryonic kidney (HEK293T) cells expressing luciferase-tagged ELG1. HEK293T ELG1-luciferase reporter, luminescence, 16 h. Potency, µM (doses to about 46 µM), for inactives: at the top dose activity change, positive = activation, hits mostly activators. actives 1.3% (n = 330,000). AID 504466, 2011; further: % of control where 0% means no effect; nearly all actives have a fitted effect of over 60% in size
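HEK293T cells expressing luciferase-tagged ELG1 were exposed to compound or DMSO vehicle for 16 hr at 37 °C and 5% CO2. Luciferase activity was then measured with ONE-Glo after 30 min at room temperature.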
uPA surface inh: qHTS for Inhibitors of Cell Surface uPA Generation; AID 540303, 2011; Potency, µM (top dose mostly 38.3 µM), for the others: top-dose activity change, negative = inhibition, hits mostly inhibitors; actives 0.31% (n = 330,000); cell surface uPA generation assay, qHTS; active means well fitted inhibition curve with a large enough effect; inconclusive means small, poorly fitted or top-dose-only effect; inactive means no such curve, though single readings can be large or run the other way; tested in mouse RAW 264.7 cells; further: on the % scale 0 is the no-effect control and ±100 the full control effect; nearly all actives have a fitted effect of over 55% in size
Rab9 promoter act: qHTS Assay for Rab9 Promoter Activators | Potency, µM (highest dose often 9.22 µM), for the others: at the top dose activation, negative = inhibition, most hits filed as activators | Huh7 Rab9 promoter-luciferase reporter, luminescence, 24 h | actives 2.8% (n = 320,000); further: % of control where 0% means no effect; nearly all actives have a fitted effect of over 60% in size
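Promoter activation is measured as luciferase luminescence in Huh7 cells stably transfected with a Rab9 promoter–luciferase construct, following 24 h compound exposure at 37 °C and 10 min reagent incubation at ambient temperature.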
MBNL1-CUG inh: qHTS Assay for Inhibitors of MBNL1-poly(CUG) RNA binding; actives 0.036% (n = 280,000); Muscleblind-like protein 1 (Homo sapiens), Q9NR56; Potency, µM (top dose mostly 57.5 µM), inactives show at the highest dose activity change, negative = inhibition, most hits filed as inhibitors; TR-FRET MBNL1-His/biotin-(CUG)12 binding, 665/545 ratio; active means well fitted inhibition curve with a large enough effect in the signal ratio, with a control signal flat, not every such curve was filed as active; inconclusive means small, poorly fitted or top-dose-only effect, or effect the other way, or a change in a side signal; inactive means no such curve, though single readings can be large or run the other way; the % refers to the signal ratio; further: on the % scale 0 is the no-effect control and ±100 the full control effect
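His-tagged MBNL1 binding to biotinylated (CUG)12 RNA was measured by TR-FRET using terbium anti-His antibody (0.055 ng/ul final) and streptavidin-XL665 (5 nM final). Compounds were titrated 92 nM to 58 uM; 60 min at room temperature.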
RORg inh: qHTS for inhibitors of ROR gamma transcriptional activity; Nuclear receptor ROR-gamma (Mus musculus), P51450; Drosophila S2 Gal4-RORgamma UAS-luciferase reporter, 20 h; Potency, µM (highest dose often 53.6 µM), without a hit: at the highest dose activity change, negative = inhibition, actives largely listed as inhibitors; actives 5.4% (n = 310,000); AID 2551, 2010; further: on the % scale 0 is the no-effect control and ±100 the full control effect; nearly all actives have a fitted effect of over 60% in size
Target sequence (P51450 whole entry, looked up, the tested form may be a part): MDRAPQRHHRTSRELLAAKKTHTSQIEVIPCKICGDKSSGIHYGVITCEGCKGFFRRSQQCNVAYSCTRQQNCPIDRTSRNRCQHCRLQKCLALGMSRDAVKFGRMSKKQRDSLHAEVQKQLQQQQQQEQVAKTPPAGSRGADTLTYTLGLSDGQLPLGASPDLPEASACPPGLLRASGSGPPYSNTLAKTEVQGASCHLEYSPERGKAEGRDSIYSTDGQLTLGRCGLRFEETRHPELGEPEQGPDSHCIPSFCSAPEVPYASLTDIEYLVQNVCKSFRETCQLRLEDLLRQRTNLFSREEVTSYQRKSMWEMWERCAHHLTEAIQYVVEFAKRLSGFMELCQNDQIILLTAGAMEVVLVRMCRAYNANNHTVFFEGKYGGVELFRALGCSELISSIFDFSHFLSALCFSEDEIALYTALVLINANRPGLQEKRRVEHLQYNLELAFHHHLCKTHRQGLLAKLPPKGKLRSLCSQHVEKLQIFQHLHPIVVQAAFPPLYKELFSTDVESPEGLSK
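Schneider cells (Drosophila), stable Gal4 DBD–ROR gamma + UAS-luc; 1 hr cmpd preincubation; Cu2+ induction 700 uM final; 20 hr ambient; luminescence.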
BRCA1 expr act: qHTS Assay to Identify Small Molecule Activators of BRCA1 Expression. MCF7-BRCA1-FFLuc reporter, luminescence, 48 h; response scale: scaled: vehicle 0%, 10 µM genistein 100%. Potency, µM (top dose mostly 46.1 µM), inactives show at the top dose activation, usual class: activators. actives 1.1% (n = 380,000); further: nearly all actives have a fitted effect of over 80% in size; some results filed as inactive show a strong effect at the top dose
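First, MCF7-BRCA1-FFLuc cells (2000/well) attach for 2 h; next, compounds are pin-added and incubated 48 h at 37 °C; finally, luciferase reagent is added and luminescence read after 15 min.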
p53 reactivator: qHTS assay for re-activators of p53 using a Luc reporter. AID 504706, 2011. H1299 p53-A138V BP100-luciferase reporter, luminescence, 24 h. Potency, µM (top dose mostly 92.2 µM), without a hit: top-dose activity change, positive = activation, hits mostly activators. actives 0.063% (n = 320,000); further: % of control where 0% means no effect; nearly all actives have a fitted effect of over 45% in size
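H1299 (p53-null), stable ts p53-A138V + BP100-Luc; 1000 cells/well, Opti-MEM/10% FBS; cpd 4 pt, 1:5; 24 h, 37 deg C, 5% CO2; detection reagent 10 min RT; luminescence.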
NPC1 promoter act: qHTS Assay for NPC1 Promoter Activators; Huh7 NPC1 promoter luciferase reporter, 24 h; Potency, µM (doses to about 9.22 µM), without a hit: top-dose activation, usual class: activators; actives 2.4% (n = 320,000); AID 485313, 2010;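 further: % of control where 0% means no effect; nearly all actives have a fitted effect of over 60% in size; reporter is driven by a mutant NPC1 promoter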
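Stably transfected Huh7 (NPC1 promoter→luciferase), 1500 cells/well in Opti-MEM + 10% FBS, 2 h settle, then compound 24 h at 37 °C. Luminescence after 10 min with Amplite reagent.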
Gal4-VP16 FLuc: VP16 counterscreen qHTS for inhibitors of ROR gamma transcriptional activity; AID 2546, 2010; Potency, µM (highest dose often 53.6 µM), for inactives: top-dose activity, negative = inhibition, most hits filed as inhibitors; actives 3.5% (n = 310,000); Drosophila S2 Gal4-VP16 UAS-luciferase, luminescence, 20 h;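 further: Gal4-VP16 expression switched on by copper sulfate through the metallothionein promoter; on the % scale 0 is the no-effect control and ±100 the full control effect; nearly all actives have a fitted effect of over 50% in size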
Numbers without * were called inactive; ? = inconclusive; · = no result given; [ ] = another dose, or the depositor's remark. Unless noted, the call rests on the fitted dose curve; in most records, active means well fitted curve in the direction sought with a large enough effect; inconclusive means small, poorly fitted or top-dose-only effect, or another doubt; inactive means no such curve, though single readings can be large; an effect the other way counts as inactive or inconclusive. Potency means the concentration at half of the fitted maximal effect. Some of the compounds tested; rates above refer to the full screens.

SMILES | MLL CXXC-DNA inh | FLuc modulator | ELG1 genotoxic | uPA surface inh | Rab9 promoter act | MBNL1-CUG inh | RORg inh | BRCA1 expr act | p53 reactivator | NPC1 promoter act | Gal4-VP16 FLuc
O=C(Nc1cc(S(=O)(=O)N2CCOCC2)ccc1N1CCCC1)c1cnccn1 | 1% | -2% | 0% | -7% | 0% | -6% | 22% | -14% | -4% | -1% | 0%
C/C(CC(=O)Nc1ccccn1)=N\NC(=O)c1ccccc1O | -24% | 17µM* | 16µM* | -10% | 2% | 9% | -26% | -7% | ? | 1% | ?
CCCCNC(=O)c1onc(CSc2ccncc2)c1C(=O)NCCCC | 3% | -2% | 0% | 16% | -8% | -3% | 11% | 0% | -2% | -15% | -5%
CC(C(=O)Nc1cc(Cl)cc(Cl)c1)N1CCCC1 (configuration not stated) | -24% | 0% | -1% | -7% | 0% | 6% | -21% | -10% | -3% | -4% | 2%
CCN(CC)CCN1C(=O)C(=O)/C(=C(/O)c2ccc(S(=O)(=O)N3CCOCC3)cc2)C1c1ccccc1 (configuration not stated) | 44%[activator] | 1% | 4% | 1% | 0% | ? | -9% | 16% | 5% | 2% | -13%
Cc1cc(=O)[nH]c(SCC(=O)N2CCc3ccccc3C2)n1 | -9% | ? | 2% | · | -3% | -3% | 14% | -14% | 3% | -1% | 11%
O=C(Nc1nnc(C2=COCCO2)o1)c1cccc(Br)c1 | -10% | -2% | -10% | 0% | -4% | 0% | 0.35µM* | -13% | -10% | 0% | 0.5µM*
c1ccc(-c2onc3c2CCCC3)cc1 | 2% | -11% | -5% | -5% | -2% | 2% | 0% | 17% | 2% | 2% | ?
O=C1NC(c2ccccc2O)Nc2ccccc21 (configuration not stated) | -14% | -18% | 1% | 1% | -7% | 2% | 45% | -39% | 11% | 0% | -10%
CN(c1ccccc1)S(=O)(=O)c1cccc(Cl)c1Cl | -5% | 0% | 0% | -1% | -7% | -4% | -10% | 1% | -4% | -5% | 3%
COc1ccc(NC(=S)Nc2ccc(OCc3ccccc3)cc2)c(OC)c1 | 24% | -1% | -1% | 1% | -2% | ? | 7.1µM* | -5% | 23% | 7% | 7.1µM*
O=C1c2ccccc2C(=O)N1CCCCN(C(=O)c1ccc([N+](=O)[O-])cc1)c1ccc(Cl)cc1 | 4% | -1% | -6% | 5% | -27% | 11% | -93% | -32% | -18% | -9% | ?
Cc1cc(C)c(C)c(S(=O)(=O)N2CCN(C(=O)CNC(=O)c3ccco3)CC2)c1C | · | · | -1% | -19% | -2% | · | · | -6% | -6% | -5% | ·
Cc1ccccc1Cn1cccc1/C=C1/C(=N)N2C=CSC2=NC1=O | ? | -9% | -1% | -3% | -4% | 23% | ? | -14% | 10% | 0% | ?
CC1=Nc2ccccc2N=C(NC(=O)CN2CCN(c3ccc(F)cc3)CC2)C1c1ccccc1 (configuration not stated) | 8% | -1% | -6% | -1% | -5% | 0% | 32% | -20% | 1% | 1% | -7%
O=C1CCc2cc(S(=O)(=O)N3CCN(Cc4ccc5c(c4)OCO5)CC3)ccc2N1 | 3% | 1% | 2% | -6% | 3% | 1% | 36% | -5% | -12% | -2% | -9%
COc1ccc(C2SCC(C(=O)NCc3ccc(F)cc3)N2C(C)=O)cc1 (configuration not stated) | 11% | 8% | 6% | 3% | 0% | -4% | -3% | -9% | 1% | 9% | -7%
CN(C)CCN(C(=O)c1ccc(S(=O)(=O)N(C)c2ccccc2)cc1)c1nc2cc3c(cc2s1)OCCO3 | -11% | 1% | 0% | -2% | 10% | -7% | -14% | ? | 8% | 4% | -11%
COc1ccc(C(C(=O)NC(C)(C)C)N(Cc2ccco2)C(=O)CCC(=O)Nc2cc(C)on2)cc1 (configuration not stated) | -3% | 0% | -2% | 1% | 0% | -3% | -1% | -36% | -7% | -9% | 19%
COC(=O)Cn1c(CN2CCN(c3ccc(F)cc3)CC2)nc2c1c(=O)n(C)c(=O)n2C | 0% | 15% | -7% | -20% | -22% | -9% | -30% | -16% | -1% | -15% | 2.8µM*
Cc1cc(=O)c2cc(Cl)ccc2[nH]1 | 15% | 2% | -8% | ? | 0% | -23% | 9% | -21% | 2% | 1% | -9%
CCCc1c(C)nc2ccccc2c1SCCC#N | ? | -8% | -8% | -27% | -6% | -4% | -4% | 1% | -3% | 9% | -4%
CC(=O)NCCCc1c[nH]c2ccc(Cl)cc12 | 1% | ? | -2% | 4% | 19% | 4% | 23% | 16% | -1% | 22% | 1%
O=C(Nc1ccccc1[N+](=O)[O-])c1nc[nH]c1C(=O)NCCO | -1% | 4% | 0% | 6% | -7% | ? | -16% | -14% | -7% | -4% | 0%
COc1ccc(-c2nc(Cn3c(SCc4ccc(F)cc4)nc4ccncc43)c(C)o2)cc1OC | -4% | 13µM* | 0% | ? | -8% | 83%[activator] | ? | -3% | -5% | -4% | -3%
O=c1c2c(ncn2C2CCCC2)n(Cc2ccccc2)c(=O)n1CCOc1ccccc1 | 5% | -1% | -2% | 3% | -11% | -3% | ? | -24% | -7% | 0% | -2%
CC1CN(C(=O)c2ccc(Oc3ccccc3)cc2)CC(C)O1 (configuration not stated) | -8% | 1% | -8% | 1% | 3% | -3% | 8% | -21% | 0% | 1% | 4%
CNC(=O)Nc1ccc2nc(C)oc2c1 | -11% | 3% | 0% | 11% | -9% | -4% | 1% | -5% | -2% | -7% | 19%
O=C(Nc1cccc(Br)c1)/C(=C\c1cccnc1)NC(=O)c1ccco1 | 0% | 4% | 2% | 2% | -1% | 7% | 12% | 5% | -10% | 0% | 0%
CCN(Cc1ccccc1)C(=O)Cc1ccc(OC)c(S(=O)(=O)N2CCOCC2)c1 | · | -2% | 1% | 0% | 0% | · | · | 2% | -6% | -3% | ·
O=c1c2c(n3nnnc3n1-c1ccccc1)-c1ccccc1CC21CCCC1 | -15% | 1% | 0% | -3% | 1% | 3% | ? | -13% | -13% | 2% | 2%
COc1ccc(OC)c(-c2csc(NC(=O)Cc3ccccc3OC)n2)c1 | -7% | 9.5µM* | 6% | · | 0% | -2% | 29% | -5% | 2% | 0% | 2%
CCOC(=O)c1c(NC(=O)CSc2ncn[nH]2)sc(C)c1C | 11% | 5% | -30% | -6% | -13% | 3% | 41% | -96%[inhibitor] | -1% | -9% | 1%
C=CCNC(=S)N/N=C/c1cn(-c2ccccc2)nc1-c1ccc(OC)cc1 | -13% | ? | 9% | 3% | -12% | -5% | 0.71µM* | -10% | -8% | -1% | 1.3µM*
Nc1nnc(SCC(=O)Nc2nnc(-c3ccccc3)o2)s1 | · | ? | 0% | 3% | -2% | · | · | -2% | -1% | 1% | ·
CC1=C(Sc2nc3ccccc3[nH]2)C(=O)NC(C)(C)C1 | -2% | 2% | 0% | -2% | 7% | 4% | 13% | 29% | -1% | 0% | 7%
N#C/C(=C\c1ccc(N2CCOCC2)o1)C(=O)NC1CCCCC1 | ? | 17µM* | 10% | -3% | 27% | ? | 43% | ? | 9% | 19% | 1%
C=Cn1cc[n+](CC(=O)c2ccc(C)cc2)c1 | 7% | -2% | -1% | 1% | 0% | -1% | -17% | -4% | 2% | -2% | 1%
Cc1cc(C)cc(N(CCC#N)C(=O)COC(=O)CNC(=O)c2sc3ccccc3c2Cl)c1 | · | ? | -5% | 2% | -2% | · | · | -8% | -3% | -2% | ·
Cc1ccc(C(=O)NCC(=O)N2CCCCCCC2)cc1 | · | -16% | 11% | 0% | 23% | · | · | 55% | 2% | 17% | ·
O=C(CCc1nnc2n(Cc3ccc(Cl)cc3)c(=O)c3ccccc3n12)NCCN1CCCC1 | -1% | -1% | 1%[9.26 µM] | -2% | -1% | -2% | 9% | -3% | 10% | 0% | -4%
CN1CCN(c2ccc(NC(=O)c3cc(S(N)(=O)=O)ccc3N3CCOCC3)cc2)CC1 | · | -3% | -2% | -4% | 2% | · | · | -2% | 9% | -1% | ·
Cc1ccc(S(=O)(=O)Nc2ccc(S(=O)(=O)Nc3cc(C)nc(C)n3)cc2)cc1 | 19% | -19% | -4% | 11% | -6% | -10% | -22% | -8% | 5% | -1% | 7%
CC/C(=N\NC(=O)c1cccnc1)c1ccc2c(c1)OCCO2 | -1% | -9% | 0% | -1% | 18% | -5% | 10% | 23% | 21% | -1% | -5%[10 µM]
